Bioassay records deposited in PubChem BioAssay by National Center for Advancing Translational Sciences (NCATS).
POLB inh: qHTS Assay for Inhibitors of DNA Polymerase Beta; 1.3% of 340,000 active; P06746; AID 485314, 2010; Potency, µM (highest dose often 114 µM), for inactives: at the highest dose activity change, negative = inhibition, actives largely listed as inhibitors; Pol beta primer extension/strand displacement, fluorescence kinetic; note: % is set by controls: 0 for no effect and ±100 for the full control effect
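10 nM enzyme + cpd, 15 min RT; start with substrate 50 nM final; read 0 min and after 10 min RT. Corrected, normalized data; 4-parameter Hill curve fit.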
POLK inh: qHTS for Inhibitors of Polymerase Kappa | DNA polymerase kappa (Homo sapiens), Q9UBT6 | purified Pol kappa, fluorescent DNA synthesis assay, 10 min | Potency, µM (doses to about 107 µM), without a hit: at the highest dose activity, negative = inhibition, hits mostly inhibitors | 0.53% of 400,000 active; note: % is set by controls: 0 for no effect and ±100 for the full control effect
Target sequence (Q9UBT6 whole entry, looked up): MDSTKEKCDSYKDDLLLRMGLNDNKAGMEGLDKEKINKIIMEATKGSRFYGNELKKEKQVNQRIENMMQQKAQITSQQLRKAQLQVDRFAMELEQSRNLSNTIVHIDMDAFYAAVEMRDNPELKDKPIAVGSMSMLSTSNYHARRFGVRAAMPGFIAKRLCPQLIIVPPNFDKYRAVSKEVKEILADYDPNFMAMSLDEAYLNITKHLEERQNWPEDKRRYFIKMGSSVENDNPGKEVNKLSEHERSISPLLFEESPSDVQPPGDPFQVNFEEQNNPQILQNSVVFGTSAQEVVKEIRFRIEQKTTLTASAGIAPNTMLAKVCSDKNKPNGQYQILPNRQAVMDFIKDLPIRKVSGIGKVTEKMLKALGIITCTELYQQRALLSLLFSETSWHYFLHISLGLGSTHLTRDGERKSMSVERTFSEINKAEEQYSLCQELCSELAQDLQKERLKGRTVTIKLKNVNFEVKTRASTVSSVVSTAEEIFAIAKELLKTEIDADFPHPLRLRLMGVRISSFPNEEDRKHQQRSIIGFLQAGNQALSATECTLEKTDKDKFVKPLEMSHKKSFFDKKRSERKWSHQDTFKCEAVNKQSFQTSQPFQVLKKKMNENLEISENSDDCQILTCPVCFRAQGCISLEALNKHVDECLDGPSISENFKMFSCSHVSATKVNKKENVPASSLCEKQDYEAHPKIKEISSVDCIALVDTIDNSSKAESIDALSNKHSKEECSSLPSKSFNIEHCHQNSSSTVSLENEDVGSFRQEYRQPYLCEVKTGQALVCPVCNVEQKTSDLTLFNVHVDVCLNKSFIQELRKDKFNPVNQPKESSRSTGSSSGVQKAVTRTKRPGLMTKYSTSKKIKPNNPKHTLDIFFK
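Here, compound and 10 nM enzyme are combined for 15 min at room temperature; adding 50 nM substrate (final) starts DNA synthesis, tracked by fluorescence at 0 and 10 min against buffer-only wells.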
POLH inh: qHTS for Inhibitors of Polymerase Eta | AID 588591, 2011 | Potency, µM (top dose mostly 114 µM), inactives show at the highest dose activity change, negative = inhibition, hits mostly inhibitors | 1.2% of 390,000 active | DNA polymerase eta (Homo sapiens), Q9Y253 | recombinant Pol eta, fluorescent DNA replication assay; note: % is set by controls: 0 for no effect and ±100 for the full control effect
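Pol eta (10 nM) was preincubated with compounds for 15 min at room temperature, after which fluorescent replication substrate (50 nM final) was added to start the reaction. Fluorescence was read kinetically at 0 and 10 min.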
BAZ2B inh: qHTS Assay for Inhibitors of BAZ2B. Bromodomain adjacent to zinc finger domain protein 2B (Homo sapiens), Q9UIF8. AlphaScreen BAZ2B-H3K14Ac peptide displacement. Potency, µM (doses to about 114 µM), for inactives: at the highest dose activity change, negative = inhibition, usual class: inhibitors. 4.4% of 360,000 active. AID 504333, 2011; note: % is set by controls: 0 for no effect and ±100 for the full control effect; nearly all actives have a fitted effect of over 60% in size
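In this displacement format the biotinylated H3(5-23) peptide acetylated at Lys14 serves as ligand at 50 nM, with BAZ2B at 50 nM in PBS pH 7.4 containing 0.01% Tween-20. Donor and acceptor beads are 10 ug/mL final.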
G9a block: qHTS Assay for Inhibitors of Histone Lysine Methyltransferase G9a | 8.8% of 350,000 active | G9a H3K9 monomethylation, AlphaScreen, 2 h | Potency, µM (top dose mostly 102 µM), without a hit: top-dose activity, negative = inhibition, most hits filed as inhibitors | Histone-lysine N-methyltransferase EHMT2 (Homo sapiens), Q96KQ7; note: % is set by controls: 0 for no effect and ±100 for the full control effect; nearly all actives have a fitted effect of over 75% in size
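Signal arises when biotinylated H3K9 peptide, once monomethylated, bridges streptavidin donor and antibody-captured acceptor beads. Enzyme at 20 nM was preincubated 15 min with test compounds; peptide 500 nM and SAM 20 uM then reacted for 2 h.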
BLM helicase inh: qHTS Assay for Inhibitors of Bloom's syndrome helicase (BLM); RecQ-like DNA helicase BLM (Homo sapiens), P54132; recombinant BLM DNA unwinding, fluorescence dequenching; Potency, µM (series often up to 56.1 µM), without a hit: at the top dose activity change, negative = inhibition, actives largely listed as inhibitors; 0.2% of 350,000 active; AID 2528, 2010;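 note: plate controls were vehicle for no effect and no enzyme for full effect; nearly all actives have a fitted effect of over 35% in size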
Pol iota inh: qHTS for Inhibitors of Polymerase Iota. Pol iota fluorescent replication assay, 10 min. 1% of 390,000 active. AID 588590, 2011. DNA polymerase iota (Homo sapiens), Q9UNA4. Potency, µM (titrated, usually from 115 µM), for inactives: at the top dose activity, negative = inhibition, hits mostly inhibitors
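Pol iota at 10 nM preincubated 15 min with compounds at room temperature; reaction started with fluorescent substrate, 50 nM final. Fluorescence read kinetically at 0 and 10 min; buffer-only wells as negative control.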
JMJD2A Tudor: qHTS Assay for Inhibitors of JMJD2A-Tudor Domain; AlphaScreen JMJD2A-Tudor / H3K4me3 peptide binding; Potency, µM (highest dose often 114 µM), inactives show at the top dose activity change, negative = inhibition, hits mostly inhibitors; 4.4% of 390,000 active; AID 504339, 2011; note: % is set by controls: 0 for no effect and ±100 for the full control effect; nearly all actives have a fitted effect of over 50% in size
APE1 inh: qHTS Assay for Inhibitors of the Human Apurinic/apyrimidinic Endonuclease 1 (APE1). recombinant APE1, TAMRA/BHQ-2 abasic DNA cleavage fluorescence. Potency, µM (highest dose often 65.8 µM), without a hit: top-dose activity change, negative = inhibition, actives largely listed as inhibitors. 0.35% of 350,000 active. AID 2517, 2012;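 note: plate controls were vehicle for no effect and reference inhibitor for full effect; nearly all actives have a fitted effect of over 55% in size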
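Readout is kinetic fluorescence (ex 525, em 598 nm) from cleavage of 50 nM TAMRA/BHQ-2 THF abasic duplex by 0.75 nM APE1, compound added 15 min beforehand at RT.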
Starred values were filed as active, the others as inactive; ? = inconclusive; / = no result given; & = joins results of further samples; [ ] = dose if it differs, or a comment. Calls come from the whole dose curve; as a rule, active = well fitted curve in the direction sought with a large enough effect; inconclusive = small, poorly fitted or top-dose-only effect, or another doubt; inactive = no such curve, though single readings can be large; an effect the other way counts as inactive or inconclusive. Potency is the fitted concentration of half-maximal effect.

Structure	POLK inh	G9a block	APE1 inh	Pol iota inh	POLB inh	JMJD2A Tudor	BLM helicase inh	BAZ2B inh	POLH inh
Cc1ccc(C(=O)N(Cc2ccc(N(C)C)cc2)CC2CCCO2)cc1 (stereo not given)	-16%	13µM*	/	8%	0%	?	-1%	35µM*	-20%
Cc1ccc(-c2cccc(C(=O)NCc3ccccc3)n2)c2ccccc12	6%	?	?	31%[activator]	-1%	7%	0%	-26%	-12%
COc1ccc(Cl)cc1NC(=O)C1CCCO1 (stereo not given)	-4%	26%	19%	15%	17%	6%	-4%	5%	-10%
COCCNC(=S)N(CCc1c(C)[nH]c2ccc(OC)cc12)Cc1ccco1	-14%	50µM*	0%	155%[activator]	1%	?	-7%	?	?
Cn1cc(Br)c(C(=O)N2CCN(c3cccc(Cl)c3)CC2)n1	-7%	-4%[59 µM]	-1%	-4%	3%	-20%	-3%	-16%	5%
CCS(=O)(=O)c1nc2ccccc2n1CC(=O)N1CCOCC1	-5%	-12%[59 µM]	15%	16%	9%	9%	0%	8%	-16%
C/C(=N\Nc1ccc(C(=O)O)cc1)c1ccc2c(c1)Nc1ccccc1S2	?	11µM*	-9%	22µM*	?	?	-8%	50µM*	25µM*
Nc1[nH]c(N=NC(=O)c2ccc(Cl)cc2)c2ccccc12	1%	?	0%	19%	79µM*	?	-1%	-14%	0%
N#Cc1ccc(OCC(=O)n2cc(C(=O)c3cc(Cl)cc(Cl)c3O)cn2)cc1	-10%	18%[12.7 µM]	0%	-10%	?	-15%	-4%	-30%	-3%
COC(=O)C1(CC2CC(c3cccc(Br)c3)=NO2)CCN(C(=O)OC(C)(C)C)CC1 (stereo not given)	-13%	/	-14%	8%	3%	-15%	-20%	3%	-17%
COc1cccc(CN2C(=O)Nc3ccccc3C(=O)N2C(C)(C)C)c1	-16%	4%[12.7 µM]	17%	14%	-2%	-12%	-1%	14%	1%
Cc1cc(OCc2ccc(C(=O)n3cccn3)o2)ccc1Cl	-7%	-18%[59 µM]	?	4%	-2%	-5%[57.1 µM]	5%	21%	-6%
CC(=O)c1cc(NC(=O)c2ccccc2)c(=O)oc1C	-10%	32µM*	-3%	21%	?	-33%	-3%	-21%	-27%
O=C(COC(=O)c1ccccc1SCC(=O)NC1CCS(=O)(=O)C1)NC1CCS(=O)(=O)C1 (stereo not given)	-1%	17%	1%	70%[activator]	-18%	1%	-1%	-15%	-18%
O=C(NC(=S)Nc1ccccc1O)c1cccnc1	11%	18%[0.501 µM]	0%	37%	20%	-21%	0%	-36%	-16%
C=CCN(c1ccccc1OC)S(=O)(=O)c1cccc(C(=O)OCC(=O)c2c(N)n(C)c(=O)n(C)c2=O)c1	-21%	/	/	17%	/	-29%	/	/	-22%
COc1ccc(C(=O)NC(=O)CSc2n[nH]c(N)n2)cc1	7%	/	31%	24%	/	-3%	/	/	-5%
CC(C)(CO)NC(=O)Nc1ccc(Cl)c(Cl)c1	-4%	/	-3%	80%[activator]	?	-8%[11.4 µM]	-2%	-2%	13%
CSc1nsc(SCc2ccc(Cl)cc2)n1	-6%	314%[activator][59 µM]	-1%	29%	6%	154%[activator]	-2%	153%[activator]	-7%
O=C(CSc1nc(-c2ccco2)cc(C(F)(F)F)n1)Nc1ccc(C(=O)N2CCOCC2)cc1	4%	-16%[59 µM]	4%	22%	-23%	1%	2%	7%	-8%
O=C(CCC(=O)c1ccc(Cl)cc1)OCC(=O)c1ccccc1	-8%	46%[0.501 µM]	-4%	-12%	-11%	25%[57.1 µM]	1%	13%[57.1 µM]	-12%
Cc1cn2c(=O)c(S(=O)(=O)NC(C)c3ccccc3)c(C)nc2s1 (stereo not given)	-7%	4%[59 µM]	/	31%[activator]	-1%	4%	2%	-4%	-19%
O=C(Cn1c(CN2CCCCC2)nc2ccccc2c1=O)Nc1ccccc1	3%	?	-2%	10%	?	-20%	-2%	-2%	-1%
COc1ccc(-c2c(-c3ccc(OC)c(C)c3O)n[nH]c2C)cc1	-5%	/	-13%	23%	10%	-29%	-18%	-12%	-16%
Cc1cccc(-c2nc(CN3CCCC(C(=O)NC4CCC(C)CC4)C3)c(C)o2)c1 (stereo not given)	7%	/	-5%	5%	-4%	?	-2%	?	-24%

A few values from the list:
JMJD2A Tudor, `O=C(Cn1c(CN2CCCCC2)nc2ccccc2c1=O)Nc1ccccc1` stands at -20%
POLH inh, `CC(C)(CO)NC(=O)Nc1ccc(Cl)c(Cl)c1` stands at 13%

The listing picks up, repeating the two entries before the break.
Structure	POLK inh	G9a block	APE1 inh	Pol iota inh	POLB inh	JMJD2A Tudor	BLM helicase inh	BAZ2B inh	POLH inh
COc1ccc(-c2c(-c3ccc(OC)c(C)c3O)n[nH]c2C)cc1	-5%	/	-13%	23%	10%	-29%	-18%	-12%	-16%
Cc1cccc(-c2nc(CN3CCCC(C(=O)NC4CCC(C)CC4)C3)c(C)o2)c1 (stereo not given)	7%	/	-5%	5%	-4%	?	-2%	?	-24%
CC1=C(C(=O)Nc2ccc(Cl)cc2)C(c2ccco2)NC(=O)N1 (stereo not given)	-4%	?	0%	7%	-18%	-5%	-3%	-27%	-10%
COc1cc2oc(=O)cc(-c3cccc(-c4cccc(C)c4)c3)c2c(OC)c1OC	-14%	41%[59 µM]	-7%&1%	35%[activator]	/	-10%	-8%[75.6 µM]	/	-17%
CC(C)CCNC(=O)c1ccc(NC(=O)C2=CSCCO2)cc1	8%	16%	33%	22%	3%	-5%	-1%	-2%	-6%
CC(C)c1ccc(N(C(=O)c2ccco2)C(C(=O)NC2CCCC2)c2ccncc2)cc1 (stereo not given)	-13%	27%[59 µM]	3%[12.4 µM]	0%	42%	-22%	0%	4%	0%
CN(C)C(CNc1ncnc2sc3c(c12)CCCC3)c1ccco1 (stereo not given)	0%	-10%	21%	170%[activator]	?	-23%	-1%	-7%	-4%
CCCN(CC1CC1)C(=O)COC(=O)c1[nH]c(C)c(C(=O)OCC)c1C	-4%	?	8%	22%	-25%	-19%	-7%	-21%	-14%
CCNC(=O)C1CC(=O)N(c2ccc(OCC)cc2)C1 (stereo not given)	-8%	37%	2%	14%	24%	-14%	2%	19%	-1%
CCC(C)N1C(=O)S/C(=C/c2ccc(N3CCOCC3)cc2C)C1=O (stereo not given)	-1%	-22%	?	11%	34%	-5%	-1%	-33%	-28%
COc1ccccc1NC(=O)c1ccc(NS(C)(=O)=O)cc1	-4%	-2%[12.7 µM]	2%	4%	-1%	-9%	0%	-1%	4%
COc1ccc(Cl)cc1Nc1ncnc2sc(C)c(S(=O)(=O)N3CCC(C)CC3)c12	-9%	8%	5%	8%	50%	-7%	-7%	-1%	-8%
O=C(CCCC(=O)c1ccccc1)NCCc1ccccc1F	3%[60.1 µM]	10%	0%	22%	0%	-4%	-3%	-3%	-20%
Cn1nnnc1SCC(=O)Nc1cc(C(=O)O)cc(C(=O)O)c1	11%	-71%	3%	-1%	-17%	-16%	2%	-35%	-9%
Cc1ccc(C(=O)OCC(=O)N(CC(C)C)c2c(N)n(Cc3ccccc3)c(=O)[nH]c2=O)s1	-11%	79µM*	-2%	8%	?	-4%	-2%	-6%	-9%
CCOc1ccc2[nH]cc(C(=O)N3CCN(CC)CC3)c(=O)c2c1	-5%	?	14%	-9%	-6%	-5%	1%	-5%	-5%
COc1ccc(-c2noc(CSc3nnc(-c4ccccc4)n3C)n2)cc1	-17%&1%	7%[59 µM]	0%	9%&-11%	0%&2%	-8%&-15%	2%&3%	-15%&5%	-14%&1%
O=C(NC1(C(F)(F)F)NC(=O)N(Cc2cccnc2)C1=O)c1ccncc1 (stereo not given)	1%[60.1 µM]	19%	3%	7%	38%	-21%	1%	5%	1%
Cc1cc(C)c(C#N)c(Nc2ccccc2)n1	-20%	9%[59 µM]	-5%	-5%[58.9 µM]	5%	9%	5%	1%	-7%
CC(=O)N1CCN(C(=O)CSc2nc3c(cnn3-c3ccccc3)c(=O)[nH]2)CC1	1%	-38%	4%	3%	27%	8%	-5%	-7%	-13%
Cc1ccccc1NC(=O)Cn1c(C)nc2ccc(N)cc2c1=O	-16%	-6%	4%	6%	1%	-12%	1%	-2%	-15%
CC1(C)Cc2nc3nc(SCC(=O)Nc4ccccc4)nc(N)c3cc2CO1	-5%	0%	8%	81%[activator]	40%	6%	-13%	-17%	-15%
CC1=C(C#N)C(/C=N/OCc2ccc(F)cc2Cl)CC(=O)N1 (stereo not given)	-2%	-18%	-9%	84%[activator]	1%	?	-2%	-37%	-21%
COCn1ccnc1C(O)(c1ccc(OC)cc1)c1ccc(OC)cc1	-11%	10%[59 µM]	1%	1%	-1%	12%[57.1 µM]	-5%	-2%	-13%
COc1cccc(NC(=O)Cc2ccc(C)cc2)c1	5%	8%	16%	-5%	14%	5%	-3%	14%	-10%
CS(=O)(=O)c1ccc2nc(N)sc2c1	-1%	?	0%	6%	6%	5%	0%	-4%	-4%
Cc1ccc(N2CCN(S(=O)(=O)c3ccc4c(c3)NC(=O)C(C)C(=O)N4)CC2C)cc1 (stereo not given)	-3%	-1%	9%	?	?	-20%	-3%	?	5%
CC(C)C[C@H](NC(=O)C1CCN(S(=O)(=O)c2ccccc2)CC1)C(=O)NCc1ccccn1	0%	30%	40%[activator]	22%	-9%	-7%	2%	-9%	-3%
COC(=O)[C@H]1C[C@H]1[C@@H](NC(=O)c1cccnc1)c1ccccc1	1%&-3%	/	1%	-15%&16%	/	-6%&-6%	0%	/	-6%

Pol iota inh, hit marks shown above.
canonical_smiles,POLK inh,G9a block,APE1 inh,Pol iota inh,JMJD2A Tudor,BLM helicase inh,BAZ2B inh,POLH inh
C/C(=N\Nc1ccc(C(=O)O)cc1)c1ccc2c(c1)Nc1ccccc1S2,?,11µM*,-9%,22µM*,?,-8%,50µM*,25µM*

A portion of the library, so the mix of outcomes need not match the whole.
